# CHX counter: counter-screen hit for Shiga toxin inhibitors, cycloheximide | cell reporter, cycloheximide protein synthesis inhibition counterscreen | max response, % | hit rate 12% among 300,000 | AID 2314; in the data active = max response mostly above about 13%, no sharp cut-off; inactive = mostly below about 14%; note: read at 38.3 µM for the half of the compounds with a filed dose; 0% is about no effect
# Giardia FBPA inh: Giardia lamblia aldolase inhibition; hit rate 0.71% among 290,000; purified Giardia FBPA; Potency, µM (highest dose often 59.6 µM), inactives show top-dose activity, negative = inhibition, usual class: inhibitors; A8B2U2; note: potency is the fitted concentration of half-maximal effect; % is set by controls: 0 for no effect and ±100 for the full control effect; nearly all actives have a fitted effect of over 55% in size
# Target sequence (A8B2U2 whole entry, looked up): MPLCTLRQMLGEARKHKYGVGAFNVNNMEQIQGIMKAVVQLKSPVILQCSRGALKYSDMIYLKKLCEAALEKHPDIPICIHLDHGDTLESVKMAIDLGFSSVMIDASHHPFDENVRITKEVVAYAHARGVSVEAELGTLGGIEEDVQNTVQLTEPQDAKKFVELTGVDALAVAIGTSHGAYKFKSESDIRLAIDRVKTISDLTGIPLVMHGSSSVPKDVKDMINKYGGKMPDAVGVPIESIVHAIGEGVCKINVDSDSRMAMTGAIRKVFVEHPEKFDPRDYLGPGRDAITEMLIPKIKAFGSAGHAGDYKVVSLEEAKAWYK
#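 40 nM FBPA preincubated 10 min at RT with compound (up to 57.5 uM final), then substrate plus GAPDH/TPI/NAD/arsenate coupling and diaphorase/resazurin added. Fluorescence read after 20 min at RT, 525/598 nm.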
# Shiga inhibitor: inhibitors of Shiga toxin in Vero cells; Vero cells, Shiga toxin protein synthesis inhibition reporter; hit rate 9.2% among 290,000; inhibition, % at 38.7 µM; in the data active = inhibition mostly above about 28%, no sharp cut-off; inactive = mostly below about 43%; note: 0% is about no effect
# HCV inh: inhibitors of hepatitis C virus infection; AID 651820; Potency, µM (titrated, usually from 41.8 µM), for inactives: at the top dose activity change, negative = inhibition, hits mostly inhibitors; Huh7.5.1 HCVcc-Cre infection, luciferase reporter, 44 h; hit rate 3.4% among 340,000; note: potency is the fitted concentration of half-maximal effect; % is set by controls: 0 for no effect and ±100 for the full control effect
#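 Cells (1,000/well) were plated 4 h before compound, then infected with HCVcc-Cre virus (~0.5 moi). After 44 h further culture, infection was read as luciferase luminescence following a 15 min substrate incubation at room temperature.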
# Pf growth 96h: P. falciparum growth inhibition at 96 hour, primary screen for plastid delayed-death inhibitors; P. falciparum luciferase reporter growth, 96 h; Potency, µM (highest dose often 28.7 µM), for the others: at the top dose activity change, negative = inhibition, most hits filed as inhibitors; hit rate 6.9% among 320,000; AID 504834; note: potency is the fitted concentration of half-maximal effect; % is set by controls: 0 for no effect and ±100 for the full control effect
#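 Two-generation exposure (96 h) targets delayed-death phenotype. Reporter parasites carrying integrated firefly luciferase, in red cells at 2% hematocrit and 0.05% parasitemia final, kept at 37 C, 5% CO2; luminescence loss indicates inhibition.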
# Pf growth 48h: P. falciparum growth inhibition at 48 hours (one generation); hit rate 5.9% among 310,000; P. falciparum luciferase growth in erythrocytes, 48 h; AID 504832; Potency, µM (doses to about 28.7 µM), for inactives: at the highest dose activity change, negative = inhibition, actives largely listed as inhibitors; note: potency is the fitted concentration of half-maximal effect; % is set by controls: 0 for no effect and ±100 for the full control effect
#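 In quantitative HTS format, infected erythrocytes bearing luciferase-reporter parasites were treated for a single generation at 37 C. Luminescence after adding detection reagent served as the growth measure.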
# * marks the source's active call; other numbers are inactive results; ? = inconclusive; · = no result given; & = joins results of further samples; [ ] = dose if it differs, or a comment. Unless noted, calls come from the whole dose curve; as a rule, active = well fitted curve in the direction sought with a large enough effect; inconclusive = small, poorly fitted or top-dose-only effect, or another doubt; inactive = no such curve, though single readings can be large; an effect the other way counts as inactive or inconclusive.
SMILES,CHX counter,Giardia FBPA inh,Shiga inhibitor,HCV inh,Pf growth 96h,Pf growth 48h
COc1ccc(OC)c2[nH]c(=O)c(CCNC(=O)C(C)(C)C)cc12,-2,-16%,-4,8%,11%,1%
COc1cc(NC(=O)Cc2ccc([N+](=O)[O-])cc2)c(C(=O)O)cc1OC,-1,-6%,-14,24%,·,35%[activator]
O=C(O)CCSc1nc(C(F)(F)F)cc(=O)n1-c1ccccc1,-3,12%,-2,13%,16%,16%
COc1ccc(CN2C(=O)c3ccccc3C(/C=N\OCc3ccc(C)cc3)C2=O)cc1 (stereo unspecified),1,-16%,-4,-7%,?,?
Cc1cc(C(=O)N/N=C/c2ccc([N+](=O)[O-])cc2)c(C)o1,11,8%,-3,-17%,-3%,29%
N#CCSCC(=O)Nc1ccc(F)cc1,-2,3%,-12,-5%,31%[activator][5.75 µM],-6%
O=C(NCC(=O)N(Cc1cccs1)C(C(=O)NC1CCCC1)c1ccco1)c1cccs1 (stereo unspecified),2,-7%,-4,-2%,5%,5%
O=C(Cn1cnc2cc([N+](=O)[O-])ccc2c1=O)NC(c1ccccc1)c1ccccc1,-1,1%,-15,?,?,-27%
COCCN1C(=O)c2oc3ccccc3c(=O)c2C1c1ccc(C(=O)OC)cc1 (stereo unspecified),-3,1%,2,-1%,?,12%
N#Cc1ccsc1NC(=O)COC(=O)c1cc(Br)ccc1O,45*,1%,84*,5%,38%[activator],?
CC1CCCN(C(=O)c2nn(C)c3c2CSc2ccccc2-3)C1 (stereo unspecified),18*,?,31,3%,4%,5%
COCCN(C(=O)C1CC(=O)N(Cc2ccccc2)C1)c1nc(-c2ccc([N+](=O)[O-])cc2)cs1 (stereo unspecified),·,·,·,?,?,13µM*
CN(Cc1ccccc1)S(=O)(=O)c1ccc(S(=O)(=O)N(Cc2ccc(F)cc2)C2CCCC2)cc1,8,10%,5,-9%,·,?
CCOc1ccc(C(=O)Oc2ccc(NC(C)=O)cc2)cc1,0,1%,-7,·,59%[activator],37%[activator]
C=CCc1ccccc1OCC(O)CN1CCN(c2ccc(OC)cc2)CC1 (stereo unspecified),4,-25%,-18,?,6.6µM*,1%
CCC1CCCCN1C(=O)c1ccc2c(c1)C(=O)N(c1ccc(C)cc1)C2=O (stereo unspecified),-2,·,-10,18%,34%,5%
O=C(Nc1ccc(N2CCOCC2)cc1)C1CCN(S(=O)(=O)c2ccccc2F)CC1,-1,5%,15,-5%,-1%,-15%
O=S(=O)(c1ccc(Cl)cc1)N1CCN(c2ccccn2)CC1,-2,1%,-1,17%,?,15%
CN(CC(=O)NCc1ccccn1)S(=O)(=O)c1ccc(F)cc1,0,0%,12,30%[activator],15µM*,17%
S=C(NCc1ccncc1)Nc1ccc(Cl)cc1,-3,3%,1,0%,-8%,-15%
Cn1cc(Br)c(C(=O)N/N=C/c2cc3c(cc2Cl)OCO3)n1,24*,-5%,55,-21%,99%[activator],72%[activator]
O=S(=O)(Nc1ccc(N2CCOCC2)cc1)c1cccs1,10,-13%,12,3%,40%[activator],0%
NC(=O)NCCc1ccccc1,-2,-2%,-6,15%,34%[activator],31%[activator]
Cc1csc(NC(=O)CNS(=O)(=O)c2cccs2)n1,-4,1%,-3,?,-5%,?
CCOc1ccc(C2CC(c3ccc(F)cc3)n3ncnc3N2)cc1 (stereo unspecified),-1,6%,-15,-9%,?,26%

# (next part)
SMILES,CHX counter,Giardia FBPA inh,Shiga inhibitor,HCV inh,Pf growth 96h,Pf growth 48h
COc1ccc(N2CC(NC(=O)N3CCN(C(=O)c4ccco4)CC3)CC2=O)cc1OC (stereo unspecified),·,·,·,5%[8.37 µM],26%,9%
Cc1cc(C)nc(-n2ncc3c2CC(c2ccc(F)cc2)CC3=O)n1 (stereo unspecified),-1,7%,-20,-4%,71%[activator],?
Cc1oc(-c2ccc(Cl)cc2)nc1CS(=O)CC(=O)NC(C)c1ccccc1 (stereo unspecified),-3,·,16,8%,72%[activator],8%
Cc1nc(SC(C(=O)c2ccccc2)c2ccccc2)nc2ccccc12 (stereo unspecified),1,-2%,-3,-12%,?,?
COc1ccc(C(=O)NC2CC(C)(C)Cc3c2cnn3-c2ccccc2)c(OC)c1 (stereo unspecified),1,·,-3,?,?,-16%
O=C(CCCSc1nc2sc3c(c2c(=O)[nH]1)CCC3)NCCO,-3,-6%,4,0%,-23%,·
COC(=O)C1=C(c2ccc(OC)c(OC)c2)C[C@@H]2CC[C@H]1N2C(=O)NCC1CC1,·,·,·,-5%,3%,27%
O=c1[nH]c(=O)c2nc3c4ccccc4c4ccccc4c3nc2[nH]1,-1,-13%,-17,0%,1%,0%
COc1ccc(C(=O)NC(=S)NCc2ccc(-c3nc4ccccc4o3)cc2)cc1OC,13,-3%,8,?,·,-13%
CCC1Oc2ccc(C)cc2N(CC(=O)NCc2cccs2)C1=O (stereo unspecified),5,-9%,21,3%,47%,6%
CCN(CC(=O)Nc1c(F)cccc1F)C(=O)CNC(=O)c1ccc(C)s1,51*,·,65*,·,47%[activator],91%[activator]
OC1(c2ccccc2)CCN(Cc2ccccc2)CC1,10,0%,-14,-7%,?,3%
S=C(Nc1cc(Cl)ccc1Oc1ccccc1)N1CCN(c2ccccn2)CC1,-3,-3%,7,11µM*,-73%,-70%
NC(=O)C1CCN(C(=O)c2ccc(F)c(S(=O)(=O)N3CCOCC3)c2)CC1,·,·,·,15%,6%,5%
COC(=O)c1ccc(NC(=O)CNCc2ccncc2)cc1,1,?,-15,4%,35%[activator],21%
NC(=O)c1ccc(N=Nc2c(-c3ccccc3)[nH]n(-c3ccccc3)c2=O)cc1,-3,1%,-6,·,-5%,13%
CCO[C@@H]1OC(C(=O)NCc2ccccc2)=C[C@H](c2ccc(Br)cc2)[C@H]1CCCO,0,7%,-7,-29%,?,?
CC(C)C[C@@H](CO)N1CCN(Cc2cccnc2)CCC1=O,7,8%,-5,8%,51%[activator],67%[activator]
COC(=O)c1cc(C(=O)NCc2ccccc2)c(=O)[nH]c1C,-4,4%,21,-13%,?,156%[activator]
CCCCCC(=O)Nc1ccc(S(=O)(=O)NC2=NCCCCC2)cc1,·,·,·,8%,-24%,?
O=C(NCCc1csc(-c2ccccc2)n1)c1cccs1,13*,4%,-15,?,1%,-18%
O=C(Nc1cccs1)Nc1ccc(Br)cc1F,67*,-15%,194*,?,12µM*,?
O=C(NCCCN1CCOCC1)c1coc2ccccc2c1=O,-2,-8%,25,7%,19%,18%
CCCOc1ccc(/C=N/NC(=O)C2CC2)c(OCCC)c1,1,2%,-7,?,?,12µM*
CCCOC(=O)c1ccc(-c2c(C)noc2-c2ccc(OC)cc2O)o1,-1,-1%,-17,?,·,0.74µM*

# New compounds follow
SMILES,CHX counter,Giardia FBPA inh,Shiga inhibitor,HCV inh,Pf growth 96h,Pf growth 48h
Cc1cc(Cl)ccc1NC(=O)COC(=O)c1nc2nccc(C)n2n1,0,6%,-7,21%,15%,4%
O=C(O)c1ccc(Cl)c(NCc2cccs2)c1,-3,0%,-7,7%,-25%,0%
CC(C)=CC(=O)Nc1ccccc1Br,15,1%,20,1%,-12%,5%
O=C(COC(=O)CNC(=O)c1ccccc1)Nc1ccccc1Cl,0,5%,-4,7%,38%[activator],6%
COc1ccc(-c2noc(CCC(=O)Nc3cccnc3)n2)cc1OC,26,-2%,71,-21%,?,-4%
Cc1cccc(NC(=O)Cn2cc(C=O)c3ccccc32)c1,2,-6%,4,2%,17%,?
N#CCCn1cc(C(=O)Nc2ccccc2Cl)c(-c2ccc([N+](=O)[O-])cc2)n1,-3,0%,-4,-2%,0%,13%
Cc1ccc(NS(=O)(=O)c2ccc(NC(=O)CN(c3cc([N+](=O)[O-])ccc3C)S(C)(=O)=O)cc2)c(C)c1,-2,-1%,-4,?,?,?
O=C(NNC(=O)c1cc([N+](=O)[O-])ccc1Cl)c1cccs1,-3,-1%,27,5%,18%,-2%
Cc1c(C(=O)O)nn(-c2cccc(C(F)(F)F)c2)c(=O)c1C#N,-3,-7%,-11,12%,?,9%
Cc1nc(Cl)sc1C(=O)Nc1ccc(C(C)(C)C)cc1,50*,-15%,91*,-30%,-65%,17%
COc1cc2nc(C(C)(C)C)oc(=O)c2cc1OC,-1,-25%,27,13%,33%[activator],22%
CCCCCNC(=O)c1cc(S(=O)(=O)N2CCCC2)ccc1F,-5,0%,-10,26%,12µM*,-14%
CC(C)(C)c1cc[n+](C2=C([O-])c3ccccc3C(=O)/C2=N\S(=O)(=O)c2cccs2)cc1,41*,?,73*,2.8µM*,2.1µM*,1.3µM*
Cc1ccc(S(=O)(=O)NCCn2c(C)cc3ccccc32)cc1,-1,-3%,-4,·,5%,?
O=C(CC1C(=O)CCCC1=O)c1ccccc1,6,0%,31,4%,-7%,14%
CCCNC(=O)COc1coc(CN2CCN(C(=O)c3ccco3)CC2)cc1=O,·,·,·,24%,1%,?
CCCCCOc1ccc(NC(=O)C(=O)NCCC2=CCCCC2)cc1,10,·,-11,10%,·,24%
O=C(CSc1ccc(-c2ccc3c(c2)OCO3)nn1)Nc1nccs1,10,0%,2,-19%,34%[activator],49%[activator]
N#Cc1c2c(c(N3CCN(c4ccccn4)CC3)n3c1nc1ccccc13)CCC2,-10,1%,-9,·,0.13µM*,·
C/C(=N\Nc1ccc([N+](=O)[O-])cc1[N+](=O)[O-])C(C)C(C)C (stereo unspecified),-3,2%,10,?,?,-4%
NS(=O)(=O)c1ccc(Nc2nc3ccccc3nc2NS(=O)(=O)c2cccc([N+](=O)[O-])c2)cc1,7,4%,5,31%[activator],1%,-16%
O=C(COC(=O)c1ccc2ncsc2c1)NC(=O)NCc1ccccc1,8,9%,17,9%,168%[activator],56%[activator]
COc1ccccc1CNC(=O)CS(=O)Cc1nc(-c2ccc(OC)c(OC)c2)oc1C (stereo unspecified),2,3%,6,16%,-1%,2%
COc1ccc(OC)c(-c2cn(S(=O)(=O)c3ccccc3)nc2N)c1,1,-9%,9,0%,15µM*,·

# Rewritten with two lines to a compound: two of the compounds above.
# Order of results: CHX counter	Giardia FBPA inh	Shiga inhibitor	HCV inh	Pf growth 96h	Pf growth 48h
COc1cc2nc(C(C)(C)C)oc(=O)c2cc1OC
    -1	-25%	27	13%	33%[activator]	22%
CCCCCNC(=O)c1cc(S(=O)(=O)N2CCCC2)ccc1F
    -5	0%	-10	26%	12µM*	-14%

# Later entries.
SMILES,CHX counter,Giardia FBPA inh,Shiga inhibitor,HCV inh,Pf growth 96h,Pf growth 48h
O=[N+]([O-])c1ccc(CP(=O)(c2ccccc2)c2ccccc2)cc1,-2,4%,11,10%,-11%,-8%
Cc1cc(OCC(O)CN2CCN(CCO)CC2)ccc1C(C)C (stereo unspecified),0,?,-8,-14%&-15%,9.3µM*,-9%
NC1=NC[C@@H](Cc2ccc(O)cc2)N1CC1CCCCC1,-4,-1%,-8,44%[activator],2.3µM*,6.6µM*
Nn1c(SCC(=O)Nc2cc(C(F)(F)F)ccc2Cl)nncc1=O,6,?,-2,-27%,?,12µM*
Cc1ccc(NC(=O)CCC(=O)NNC(=O)NC2CCCCC2)c(C)c1,5,7%,-7,23%,-19%,13%
COc1ccccc1CC(=O)N(CCC#N)CCC#N,-3,0%,14,23%,-16%,25%
c1coc(CNCCc2c[nH]c3ccccc23)c1,-2,2%,-4,?,?,10%
COc1ccc(Oc2nc3ccccc3n(C)c2=O)cc1,-1,-5%,-5,5%,8%,12%

# In a second layout: results already given
# Order of values: CHX counter | Giardia FBPA inh | Shiga inhibitor | HCV inh | Pf growth 96h | Pf growth 48h
Cc1ccc(NC(=O)CCC(=O)NNC(=O)NC2CCCCC2)c(C)c1
 : 5 | 7% | -7 | 23% | -19% | 13%
COc1ccccc1CC(=O)N(CCC#N)CCC#N
 : -3 | 0% | 14 | 23% | -16% | 25%
c1coc(CNCCc2c[nH]c3ccccc23)c1
 : -2 | 2% | -4 | ? | ? | 10%

# Assay outcomes: PubChem BioAssay, National Center for Advancing Translational Sciences (NCATS)
